Bioassay records (PubChem)
AID inh – activation induced cytidine deaminase inhibition; Q9GZX7; AID deamination FRET fluorescence, UDG-coupled, 4 h; Potency, µM (titrated, usually from 115 µM), without a hit: at the highest dose activity change, negative = inhibition, most hits filed as inhibitors; hit rate 0.32% among 91,000; AID 1347428; also: nearly all actives have a fitted effect of over 25% in size
Target sequence (Q9GZX7 whole entry, looked up): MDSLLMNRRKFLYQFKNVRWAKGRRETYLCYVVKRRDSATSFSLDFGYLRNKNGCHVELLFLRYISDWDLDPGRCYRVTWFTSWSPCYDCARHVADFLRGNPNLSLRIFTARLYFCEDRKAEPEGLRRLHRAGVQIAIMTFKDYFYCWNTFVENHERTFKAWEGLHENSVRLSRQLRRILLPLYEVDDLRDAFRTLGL
UDG counter – blocks uracil-DNA glycosylase in AID counter-screen | FRET deamination/UDG coupled assay, UDG read, 4 h | hit rate 0.14% among 91,000 | Potency, µM (doses to about 115 µM), inactives show at the highest dose activity change, negative = inhibition, usual class: inhibitors | AID 1347430; also: nearly all actives have a fitted effect of over 65% in size
An asterisk follows results filed as active; ? = inconclusive; & = joins results of further samples; [ ] = remark or other dose. Calls follow the shape of the dose curve; as a rule, active = well fitted curve in the direction sought with a large enough effect; inconclusive = small, poorly fitted or top-dose-only effect, or another doubt; inactive = no such curve, though single readings can be large; an effect the other way counts as inactive or inconclusive. % is scaled to controls: 0 for no effect and ±100 for the full control effect; potency is read from the fitted curve at half-maximal effect. A portion of the library (hit frequency here may not be typical).

SMILES | AID inh | UDG counter
O=C(Cn1c(=O)c2c(ncn2C2CCCC2)n(Cc2ccccc2)c1=O)NCc1ccccc1Cl | -5% | 10%
Cc1cccc(N2CCN(C(=O)c3ccc(CS(=O)c4cccc(Cl)c4)o3)CC2)c1C (configuration not stated) | ? | -4%
CC(CC#N)NCc1ccc(CN2CCN(C)CC2)cc1 (configuration not stated) | -5% | -14%
N#Cc1cccc(C(=O)/C=C/c2cccs2)c1 | -14% | -5%
CCC(C)n1c(=O)c2sccc2n2c(CCCC(=O)Nc3ccc(F)cc3)nnc12 (configuration not stated) | -1% | 7%
CC(C)CCNC(=O)c1ccc2c(c1)N(Cc1ccccc1F)C(=O)c1ccccc1S2=O (configuration not stated) | ? | -15%
CCOC(=O)c1cccc(NC(=O)c2cc3c(Cl)nc4ccc(C)cc4c3s2)c1 | -11% | 9%
O=C(O)/C=C/c1ccc(-c2ccccc2)s1 | -4% | -4%
CC1=C(c2ccc(C)c(C)c2)S(=O)(=O)N(Cc2ccc(C(=O)NCc3cccc(C)c3)cc2)C1=O | ? | -19%
CCOCc1cccc(CN)c1 | 2% | 12%
COc1cc(Cl)c(C)cc1NC(=O)CCc1nc2cccnc2n1-c1ccccc1 | 35%[activator] | -16%
COc1ccc(C(CNC(=O)COc2cc(C)c(Cl)c(C)c2)N2CCCCC2)cc1 (configuration not stated) | ? | ?

Ordered by length of the SMILES (ascending): part of the list above.
SMILES | AID inh | UDG counter
CCOCc1cccc(CN)c1 | 2% | 12%
COc1ccc(C(CNC(=O)COc2cc(C)c(Cl)c(C)c2)N2CCCCC2)cc1 (configuration not stated) | ? | ?
CC(C)CCNC(=O)c1ccc2c(c1)N(Cc1ccccc1F)C(=O)c1ccccc1S2=O (configuration not stated) | ? | -15%
O=C(Cn1c(=O)c2c(ncn2C2CCCC2)n(Cc2ccccc2)c1=O)NCc1ccccc1Cl | -5% | 10%

The list goes on:
SMILES | AID inh | UDG counter
Nc1cc(Cl)ccc1OCc1ccccc1 | -5% | -3%
COc1ccccc1NC(=O)CCn1cnc2onc(-c3ccc(F)cc3)c2c1=O | 12% | -7%
CC(C)(C)c1ccc(/C=N/NC(=O)c2ccccc2)cc1 | 3% | 3%
Cc1cc2cc(CN)ccc2[nH]1 | 16% | -1%
CCc1nnc(NC(=O)CSc2nc3c([nH]c4ccccc43)c(=O)n2-c2ccc(C)cc2)s1 | -1% | -8%
CN(C)CCN(Cc1ccc(Cl)cc1)C(=O)c1ccncc1 | 18% | -4%
CCN(c1ccccc1)S(=O)(=O)c1ccc(NC(=O)c2cc(=O)c3cc(C)ccc3o2)cc1 | 17%[57.5 µM] | 3%[57.5 µM]
CCOCCCNC(=O)CCc1ccccc1 | 0% | 2%
COc1ccc(N(C)C(=O)Cc2noc3ccccc23)c(OC)c1 | 0% | 0%
CC(=O)Nc1nonc1-c1nc2ccccc2n1Cc1ccccc1Br | 2% | ?
CCOc1ccc(NC(=O)C(=O)NCCc2ccccc2)cc1 | -5%[57.5 µM] | 2%[57.5 µM]
Cc1ccc(S(=O)(=O)Nc2ccccc2SCc2cc(=O)n3cc(Cl)ccc3n2)cc1 | 3% | 11%
CCc1ccc(-n2c(=O)c3cccnc3n2CC(=O)Nc2ccccc2C(F)(F)F)cc1 | -16% | -7%
CCCCCCCOc1ccc(C(C)=O)cc1 | -10% | -10%
Cc1ccc(/C=C/c2onc(C)c2S(=O)(=O)N2CCC(C(=O)Nc3cccc(C#N)c3)CC2)cc1 | 13% | -5%
COc1ccc(NC(=O)CCc2c(C)nn(-c3ccc(N4CCCCC4)nn3)c2C)cc1Cl | ? | -12%[57.5 µM]
NC(=O)Cc1csc(NC(=O)CCc2ncc(-c3ccc(Cl)cc3Cl)o2)n1 | -3% | 7%
CN(C)c1ccc(CNC(=O)c2cccn2-c2nnc(N3CCCCC3)s2)cc1 | -7% | 4%
CCOc1cc(C(=O)Nc2ccc(S(=O)(=O)Nc3cc(OC)nc(OC)n3)cc2)cc(OCC)c1OCC | 19%[57.5 µM] | -3%[57.5 µM]
Cc1ccccc1CSc1nc2nc(C)c(Cc3ccccc3)c(C)n2n1 | ? | -16%
CCOc1ccc(CCNC(=O)CN2C(=O)C(CC)Oc3ccccc32)cc1OCC (configuration not stated) | -20% | 0%
Cc1cc(C(=O)Nc2sc(C)c(C)c2C#N)cs1 | 5% | -1%
CC(NC(=O)CN1C(=O)c2cccnc2Oc2ccc(Cl)cc21)c1ccccc1 (configuration not stated) | 10% | 16%
O=C(c1nn(Cc2ccccc2)c(=O)c2ccccc12)N1CCN(c2ccc([N+](=O)[O-])cc2)CC1 | -4% | -1%
NCC(c1ccc(F)cc1)c1c[nH]c2ccccc12 (configuration not stated) | 12% | -3%
CCOC(=O)C1=C(CN2CCN(c3ccc(Cl)cc3)CC2)NC(=O)NC1c1ccc(OC)cc1 (configuration not stated) | -13% | -1%
CC(C)CCNC(=O)CN1C(=O)c2cccnc2Oc2ccccc21 | 3% | -5%
CCS(=O)(=O)c1ncc(N(Cc2ccccc2)Cc2ccco2)c(C(=O)Nc2ccc(C)c(C)c2)n1 | -20% | -13%
COc1cccc2cc(C(=O)/C=C/c3ccc(C#N)cc3)oc12 | -2% | 6%
Cc1cc(C)nc(-n2nc(C)c3c2NC(=O)CC3c2cc(F)ccc2F)n1 (configuration not stated) | -8% | -1%
COc1ccccc1NC(=O)COc1ccc(-c2nn(C)c(=O)c3ccccc23)cc1 | -7% | 1%
COc1cc(NC(=O)c2cc(Cl)c(OC)c(Cl)c2)ccc1NC(=O)c1cc2ccccc2o1 | 30%[activator] | 27%
COc1cccc(/C=C2\N=C(SC)SC2=O)c1 | -6% | -2%
COc1ccc2oc(-c3ccc(NC(=O)c4ccccc4OC)cc3)nc2c1 | 7% | -2%
CCn1c(=O)n(CC)c2cc(N3CCCC3)c(NC(=O)Nc3cc(OC)c(OC)c(OC)c3)cc21 | -17% | -6%
CCN1CCc2c(sc(NC(=O)c3ccc(S(=O)(=O)N4CCCC(C)C4)cc3)c2C(=O)OC)C1 (configuration not stated) | 73%[activator] | 8%
Cc1ccc(N(CC(=O)N2CCN(C/C=C/c3ccccc3)CC2)S(C)(=O)=O)cc1 | 0% | 8%
O=C(Nc1ccc(Cl)cc1)c1nn(Cc2ccccc2)c(=O)c2ccccc12 | -8% | -5%
CCN(CC)CCOC(=O)c1ccc(NC(=O)Cn2ncc3c2-c2cc(C)ccc2OC3)cc1 | -13% | 9%
O=C(NC12CC3CC(CC(C3)C1)C2)C12CC3CC(C1)CC(c1ccccc1)(C3)C2 | -3% | 4%
Cc1ccc(NC(=O)Cn2c(=O)c(C(F)(F)F)nc3ccccc32)c(C)c1 | -5% | 2%
O=C(CSc1n[nH]c(-c2ccccc2Cl)n1)Nc1cccc(F)c1 | -22% | -14%
CCOC(=O)NC(CN)c1ccccc1 (configuration not stated) | -4% | -4%
COc1ccc(-c2nc(SCC(=O)NCC3CCCO3)c(-c3ccc(Cl)cc3)[nH]2)cc1 (configuration not stated) | 15% | -25%
COc1ccc(CCNC(=O)c2cc3c(s2)-c2ccccc2OC3)cc1OC | ? | -11%
Cc1cc(C)cc(NC(=O)c2cnc3sc(N4CCCC4)nn3c2=O)c1 | 4% | 5%
CCOC(=O)C1CCN(C(=O)Cn2nc(C)n3c(cc4sccc43)c2=O)CC1 | -23% | 18%
Cc1ccc(C(=O)C2CCCCC2)cc1 | 0% | 1%

Single entries from the results shown.
UDG counter result of O=C(NC12CC3CC(CC(C3)C1)C2)C12CC3CC(C1)CC(c1ccccc1)(C3)C2 stands at 4%
AID inh result of CCN(CC)CCOC(=O)c1ccc(NC(=O)Cn2ncc3c2-c2cc(C)ccc2OC3)cc1 stands at -13%
AID inh result of O=C(CSc1n[nH]c(-c2ccccc2Cl)n1)Nc1cccc(F)c1 stands at -22%
AID inh result of Cc1cc(C)cc(NC(=O)c2cnc3sc(N4CCCC4)nn3c2=O)c1 stands at 4%
UDG counter result of Cc1ccc(C(=O)C2CCCCC2)cc1 stands at 1%

(continued)
SMILES | AID inh | UDG counter
Cc1ccc(-c2noc(-c3ccco3)n2)cc1 | -5% | 1%
Cc1ccc(CNC(=O)c2nnn(CC(=O)Nc3cc(C)ccc3C)c2N)cc1 | 6% | -1%
CC1=C(C(=O)Nc2ccccc2)C(c2ccc(C(=O)O)cc2)n2ncnc2N1 (configuration not stated) | 1%&-3% | -9%&-9%
CCN(CC)c1ccc(-c2nn3c(-c4ccccc4C)nnc3s2)cc1 | ? | -13%
O=S(=O)(NCCO)c1ccc(Cl)cc1Cl | -1% | 1%
CC(C)NC(=O)c1ccccc1Cl | 2% | -9%
O=C(/C=C/c1ccc2ccccc2c1)c1ccccc1F | -17% | 0%
O=C(Nc1c(C(=O)Nc2cccc(F)c2)oc2ccccc12)c1cc2ccccc2o1 | 0% | -1%
C(=N\N=C1c2ccccc2-c2ccccc21)/c1ccncc1 | -11% | 0%
CN(C)S(=O)(=O)c1cc(NC(=O)CN2CCc3sccc3C2c2ccccc2)ccc1Cl (configuration not stated) | -6% | -10%
COc1ccc(C(=O)NCc2cccc(OC)c2)cc1 | 4% | 2%
Cc1c(C(=O)NCCN(C)C)oc2c1-c1nn(Cc3ccccc3Cl)cc1CC2 | -34% | -9%[57.5 µM]
COC(=O)CCNc1ccccc1 | -2% | 4%
CC(C)n1nc(C(=O)N2CCCc3ccccc32)c2ccccc2c1=O | -10% | -1%
O=C(CSc1nnc2scc(-c3ccc(Cl)cc3)n12)Nc1ccc(F)cc1 | -3% | -15%
CCOC(=O)c1cccc(NC(=O)c2cc[n+]([O-])cc2)c1 | -1% | 5%
CSc1ccc(CNC23CC4CC(CC(O)(C4)C2)C3)cc1 | 7% | 10%
S=C(Cc1nc(-c2ccc(C3CCCCC3)cc2)cs1)N1CCOCC1 | 118%[activator] | 5%
CCOC(=O)c1[nH]c(C)c(C(=O)OCC(=O)OC)c1C | 6% | -2%
CCCN(C(=O)c1c(C)oc2ncn(CC(C)C)c(=O)c12)c1ccccc1C | 0% | 6%
O=C(CN1C(=O)c2cccnc2Oc2ccc(Cl)cc21)Nc1cccc(C(F)(F)F)c1 | 0% | -16%
CCCc1cc(C(=O)Nc2cnn(Cc3ccccc3C)c2)no1 | -2% | 5%
Cc1cc(=O)[nH]c2nnc(SCCC(C)C)n12 | 11% | 1%
Cc1ccc(CNC(=O)Nc2cc(C(=O)NCc3ccc(C(C)C)cc3)ccc2N2CCCC2)cc1 | ? | -2%

An excerpt from above in order of the AID inh value, rising.
mol | AID inh
O=C(CSc1nnc2scc(-c3ccc(Cl)cc3)n12)Nc1ccc(F)cc1 | -3%
CCCc1cc(C(=O)Nc2cnn(Cc3ccccc3C)c2)no1 | -2%
CCOC(=O)c1[nH]c(C)c(C(=O)OCC(=O)OC)c1C | 6%

The list goes on:
SMILES | AID inh | UDG counter
COc1ccc(-n2ccnc(NCc3ccccc3Cl)c2=O)cc1OC | 14% | 47%[activator]
CC(=O)Nc1ccccc1NC(=O)CCC1CCCC1 | 15% | 9%
Cc1ccc(-c2cc(C(=O)Oc3ccccc3)c3cccc(C)c3n2)cc1 | 9% | -9%
CCOC(=O)c1ccc(NC(=O)c2nc(SCc3ccc(F)cc3)ncc2Cl)cc1 | 7% | 4%
CCCCCCCC(=O)Nc1c(C)cccc1CC | -10% | -1%
CN(C(=O)CSc1nc2ccccc2n1CC(=O)N(C)C1CCCCC1)c1ccc(F)cc1 | 14% | -2%
Cc1ccc(-n2nc(C)c3c(C)cc(=O)n(CC(=O)Nc4ccc(C(C)C)cc4)c32)cc1 | 5% | -6%
COc1ccc(N2CCN(C(=O)c3cn(C)c4ccc(S(=O)(=O)N5CCOCC5)cc4c3=O)CC2)cc1 | ? | -8%[57.5 µM]
Nc1cc(-n2cccc2)ccc1F | -1% | -8%
O=C(NN1CCOCC1)c1ccn(COc2cccc(Cl)c2Cl)n1 | 5% | 3%

Four of the compounds above, with each value named.
Compound: Cc1ccccc1CSc1nc2nc(C)c(Cc3ccccc3)c(C)n2n1
  AID inh: ?; UDG counter: -16%
Compound: CCOc1ccc(CCNC(=O)CN2C(=O)C(CC)Oc3ccccc32)cc1OCC (configuration not stated)
  AID inh: -20%; UDG counter: 0%
Compound: Cc1cc(C(=O)Nc2sc(C)c(C)c2C#N)cs1
  AID inh: 5%; UDG counter: -1%
Compound: CC(NC(=O)CN1C(=O)c2cccnc2Oc2ccc(Cl)cc21)c1ccccc1 (configuration not stated)
  AID inh: 10%; UDG counter: 16%
